Growth percent in the NCI-60 one-dose screen (48 h, 10 µM unless noted): 100 = growth as untreated, 0 = no growth, -100 = all killed.
SF-295 = SF-295 CNS cancer cells; hit rate 5.6% among 79,000
PC-3 = PC-3 prostate cancer cells. hit rate 3.9% among 80,000
DU-145 = DU-145 prostate cancer; hit rate 4.2% among 81,000
HCC-2998 = HCC-2998 colon cancer. hit rate 4.7% among 79,000. AID 1794799
SNB-19 = SNB-19 CNS cancer cells; hit rate 2.5% among 81,000; AID 1794751
U251 = U251 CNS tumor cells | hit rate 5.4% among 80,000 | AID 1794753
SNB-75 = SNB-75 CNS cancer. hit rate 5% among 79,000. AID 1794750
SF-539 = SF-539 CNS cancer; AID 1794752; hit rate 6.8% among 81,000
SF-268 = SF-268 CNS cancer cells | hit rate 3.1% among 82,000
* marks the source's active call; other numbers are inactive results; . = not tested or not shown; & = joins results of further samples. Rule for the calls: active = growth percent below 10; inactive = the rest.

SMILES	SF-295	PC-3	DU-145	HCC-2998	SNB-19	U251	SNB-75	SF-539	SF-268
O=C1CC(c2ccc3c(c2)OCCO3)c2cnn(Cc3ccco3)c2N1 (configuration not stated)	83	104	114	.	101	96	80	.	105
CC1CN2CN(C3CCCC3)CN3C(C)CN4CN(C5CCCC5)CN1C4C23 (configuration not stated)	99	99	117	108	101	104	83	99	100
CCCCSc1nc(Nc2ccc(/C(C)=N/NC(N)=S)cc2)c(C#N)c(-c2ccc(OC)cc2)n1	70	85	61	94	64	23	38	-55*	57
COC(=O)C1=C(C(=O)ON)C2C=CC1(C(Cc1ccccc1)Nc1ccccc1)O2 (configuration not stated)	103	100	74	94	106	95	106	90	95
CCCCCCCCCCCCCCCCCCOc1ccc(CC(=O)OCC[N+](C)(C)C)cc1	98	97	100	95	91	92	113	98	104
O=c1ccn(Cc2cn(-c3c4ccccc4nc4ccccc34)nn2)c(=O)[nH]1	106	97	75	90	94	89	102	101	100
O=c1oc2ccccc2cc1-c1nn(-c2ccccc2)cc1-c1nc2ccccc2[nH]1	89	.	103	94	99	82	96	95	99
CC(=O)Nc1c(C)cc(C)cc1[N+](=O)[O-]	130	103	129	109	99	100	.	102	101
N#CC1=C(N)Oc2ccc(Cl)c(O)c2C12C(=O)Nc1ccccc12 (configuration not stated)	45	36	67	72	56	45	54	50	53
Fc1ccc(-c2cn3ccnc3c(-c3ccc4ncn(C5CCCCC5)c4c3)n2)cc1	92	46	98	108	86	92	79	83	89
C=C(C)[C@@H]1CC=C2c3sc(-c4ccccc4)nc3C[C@@H](C)[C@]2(C)C1	99	89	111	109	93	100	66	90	97
CCCCCCCCCCCCCCCCNC(=S)N/N=C/c1ccc(O)cc1O	66	63	79	87	89	60	113	110	69
O=c1[nH][n+](-c2no[n+]([O-])c2-c2ccc(Cl)cc2)no1	98	96	111	119	102	100	.	98	92
O=C1Nc2ccccc2[C@]12Oc1ccccc1[C@H]1CC(c3ccc(Br)cc3)=NN12	49	56	83	78	73	78	56	87	54
COc1ccc2oc(=O)cc(Cn3cc(COc4ccc5c(c4)NC(=O)CC5)nn3)c2c1	121	86	94	105	88	86	79	91	87
Cn1ccc(=S)c2ccccc21	99	100	108	93	103	95	102	105	111
C/C(=C(/C)C1CC1CCN(C(=O)c1cccs1)S(=O)(=O)c1ccc(C)cc1)C1CCCCC1 (configuration not stated)	99	92	107	100	100	98	.	99	97
CCCCN(Cc1ccc(C(=O)NO)cc1)C(=O)Nc1ccc(OCCCCCCCCCn2cc(CCCCC(=O)N[C@H](C(=O)N3C[C@H](O)C[C@H]3C(=O)NCc3ccc(-c4scnc4C)cc3)C(C)(C)C)nn2)cc1	92	28	51	57	30	35	35	32	36
CC1=C2[C@H]3OC(=O)[C@@H](C)[C@@H]3CC[C@@]2(C)C=C/C1=N\O	116	91	118	99	100	108	106	104	106
N#CC1(NC(Cc2ccccc2)c2ccccc2)CCCCCCCCCCC1 (configuration not stated)	118	98	100	114	100	.	69	111	103
N#Cc1ccc(C2C3=C(CCCC3=O)OC3=C2C(=O)c2ccccc2C3=O)cc1 (configuration not stated)	92	73	87	104	105	70	63	31	71
CCOC(=O)c1cc(N)nc2ccccc12	100	104	104	111	106	103	112	98	91
C=C1C(=O)O[C@H]2[C@H]1CC/C(Cn1cc(-c3cccc(Cl)c3)nn1)=C\CC[C@@]1(C)O[C@@H]21	72	-59*	-99*	-85*	38	-71*	.	-77*	-48*
CSc1nc(N)c(S(=O)(=O)O)c(N)n1	113	87	108	111	101	109	107	101	100
O=C(NS(=O)(=O)c1cccc(Br)c1)n1cc(-c2ccncc2)c(-c2ccc(Cl)c(O)c2)n1	99	87	105	116	125	100	68	87	88
c1cc2[nH]c3ccncc3c2cn1	92&91	89&95	106&110	105&105	100&109	102&98	79&102	102&106	101&100
C=C1C[C@@]2(C)C(CC[C@]3(C)C2CC=C2C4CC(C)(C)C[C@@H](OC(=O)/C(C)=C\C)[C@]4(C(=O)O)CC[C@]23C)C(C)(C)C1=O (some centres not stated)	60	-6.8*	10	-80*	28	-48*	52	-20*	50
COC(=O)CSc1ccc(Cl)cc1	107	107	111	97	103	103	95	97	119
COc1ccc(N/C=c2\c(C)c(C#N)c3nc4ccccc4n3c2=O)cc1	102	60	105	107	100	92	98	104	98
CCCCCCCCc1ccc(O)c(N)c1	107	69	106	107	106	98	68	105	97
CCNC(=O)c1[nH]cc(-c2ccc(OC)cc2)c1-c1cc(OC)c(OC)c(OC)c1	30	29	69	89	55	56	-6.8*	29	59
COc1ccc(C2C(c3nn[nH]n3)=C(N)Oc3c2ccc2ccccc32)cc1 (configuration not stated)	78	66	88	98	67	73	40	74	72
Cc1cccc(C)c1Nc1nnc(-c2ccco2)o1	96	93	105	108	109	103	94	95	92
Cc1cc(N/N=C/c2nc(-c3ccccc3)oc2C)c2cc(Cl)ccc2n1	-85*	-61*	-31*	-77*	-31*	-77*	.	8.7*	-60*
CC(=O)Nc1ccccc1-c1ccccc1	95	88	108	103	96	100	90	90	91
COc1ccc(OC)c2c(C)c(C)[nH]c12	101	103	136	98	100	102	85	103	114
c1cc(C2CCOCC2)ccn1	98	106	121	113	104	102	84	105	106
O=C1c2cccnc2C(=O)c2c1c(C(=O)NCCCc1ccccc1)c1ccccn21	89	65	59	92	69	64	51	78	68
OC(CC1CCCCN1)c1cc(C(F)(F)F)nc2c(C(F)(F)F)cccc12 (configuration not stated)	.	73	102	76	90	74	67	79	82
O=C(CCn1c[n+](CC(=O)c2ccc(Br)cc2)c2ccccc21)Nc1cccc2cccnc12	108	82	102	95	93	92	90	98	93
Cc1nc(C)c(CSC2N=C(c3ccc([N+](=O)[O-])cc3)c3cnn(-c4ccccc4)c3N2)nc1C (configuration not stated)	94	87	107	104	95	102	.	106	92
O=C(OC1CCCC1)c1ccccc1	115	102	122	101	107	103	.	100	114
O=C(CC(CC(=O)c1ccccc1)c1ccncc1)c1ccccc1	97	91	112	106	97	102	94	128	108
C/C(=C(/c1ccc(Cl)cc1)c1ccc(OCCCN(C)C)cc1)c1ccccc1	104	86	98	101	90	77	87	91	87
COCCOc1ccccc1	107	110	106	105	109	107	93	95	.
CCOC(=O)c1ccc2n1CCc1cnc(NC(C)=O)nc1-2	100	108	114	106	101	108	88	95	95
COc1cc(-c2nnc(Nc3ccc(C(F)(F)F)cc3)o2)cc(OC)c1OC	94	93	101	100	104	95	91	95	100
Nc1[nH]c(=O)[nH]c(=O)c1-c1c(-c2ccc3c(c2)OCO3)[nH]c2[nH]c(=O)[nH]c(=O)c12	99	106	121	95	99	101	104	109	112
CN1CCN(CCCCCC(=O)Nc2nc(-c3cccc(NS(=O)(=O)c4cccc5c(N(C)C)cccc45)c3)cs2)CC1	36	67	85	84	84	65	77	58	91
CCOC(=O)c1ccc2c(c1)ncn2-c1ccc(O)cc1	96	.	104	101	90	71	92	70	81
Cn1cc(-c2ccc3c(c2)OCCO3)c(C(=O)NCc2ccc(F)cc2)n1	91	104	106	110	99	.	95	106	100
CC(=O)OCC(C)(C)[N+](C)(C)C	99	98	102	110	105	98	92	111	102
COc1c(Br)c(=O)n(C)c(=O)n1C	96	93	109	99	107	99	88	109	100
COc1cc(/C=C(\C#N)c2ccc(Cl)cc2)ccc1OCc1ccccc1	.	76	89	105	95	94	91	85	94
CC1(C)CC[C@]2(C(=O)O)CC[C@]3(C)C(=CCC4[C@@]5(C)C[C@@H](O)[C@@H]6OC(c7ccc(Br)cc7)OC[C@@]6(C)C5CC[C@]43C)C2C1 (some centres not stated)	76	33	53	80	78	50	90	97	71
CCOC(=O)c1ccc(NC(=O)CN2CCN(c3cc(=O)n(-c4ccccc4)c4ccccc34)CC2)cc1	89	70	94	98	79	80	86	87	79
Cc1cn([C@H]2C[C@H](F)[C@@H](CO[P@@](=O)(N[C@@H](C)C(=O)OC(C)C)Oc3ccccc3)O2)c(=O)[nH]c1=O	91	98	105	104	100	98	96	85	94
CN(C)C(=C(c1ccccc1)c1ccccc1)c1ccccc1	87	88	101	99	100	95	81	98	97
COc1ccc(-c2n[nH]c(Cn3nnnc3-c3ccccc3)n2)cc1	114	91	112	107	93	104	92	103	102
O=C(O)c1ccccc1N=Nc1ccc(O)cc1	.	92	116	.	117	97	88	93	102

21 entries from above in a different format:
The line under a structure holds: SF-295	PC-3	DU-145	HCC-2998	SNB-19	U251	SNB-75	SF-539	SF-268
O=C(CCn1c[n+](CC(=O)c2ccc(Br)cc2)c2ccccc21)Nc1cccc2cccnc12
    108	82	102	95	93	92	90	98	93
Cc1nc(C)c(CSC2N=C(c3ccc([N+](=O)[O-])cc3)c3cnn(-c4ccccc4)c3N2)nc1C (configuration not stated)
    94	87	107	104	95	102	.	106	92
O=C(OC1CCCC1)c1ccccc1
    115	102	122	101	107	103	.	100	114
O=C(CC(CC(=O)c1ccccc1)c1ccncc1)c1ccccc1
    97	91	112	106	97	102	94	128	108
C/C(=C(/c1ccc(Cl)cc1)c1ccc(OCCCN(C)C)cc1)c1ccccc1
    104	86	98	101	90	77	87	91	87
COCCOc1ccccc1
    107	110	106	105	109	107	93	95	.
CCOC(=O)c1ccc2n1CCc1cnc(NC(C)=O)nc1-2
    100	108	114	106	101	108	88	95	95
COc1cc(-c2nnc(Nc3ccc(C(F)(F)F)cc3)o2)cc(OC)c1OC
    94	93	101	100	104	95	91	95	100
Nc1[nH]c(=O)[nH]c(=O)c1-c1c(-c2ccc3c(c2)OCO3)[nH]c2[nH]c(=O)[nH]c(=O)c12
    99	106	121	95	99	101	104	109	112
CN1CCN(CCCCCC(=O)Nc2nc(-c3cccc(NS(=O)(=O)c4cccc5c(N(C)C)cccc45)c3)cs2)CC1
    36	67	85	84	84	65	77	58	91
CCOC(=O)c1ccc2c(c1)ncn2-c1ccc(O)cc1
    96	.	104	101	90	71	92	70	81
Cn1cc(-c2ccc3c(c2)OCCO3)c(C(=O)NCc2ccc(F)cc2)n1
    91	104	106	110	99	.	95	106	100
CC(=O)OCC(C)(C)[N+](C)(C)C
    99	98	102	110	105	98	92	111	102
COc1c(Br)c(=O)n(C)c(=O)n1C
    96	93	109	99	107	99	88	109	100
COc1cc(/C=C(\C#N)c2ccc(Cl)cc2)ccc1OCc1ccccc1
    .	76	89	105	95	94	91	85	94
CC1(C)CC[C@]2(C(=O)O)CC[C@]3(C)C(=CCC4[C@@]5(C)C[C@@H](O)[C@@H]6OC(c7ccc(Br)cc7)OC[C@@]6(C)C5CC[C@]43C)C2C1 (some centres not stated)
    76	33	53	80	78	50	90	97	71
CCOC(=O)c1ccc(NC(=O)CN2CCN(c3cc(=O)n(-c4ccccc4)c4ccccc34)CC2)cc1
    89	70	94	98	79	80	86	87	79
Cc1cn([C@H]2C[C@H](F)[C@@H](CO[P@@](=O)(N[C@@H](C)C(=O)OC(C)C)Oc3ccccc3)O2)c(=O)[nH]c1=O
    91	98	105	104	100	98	96	85	94
CN(C)C(=C(c1ccccc1)c1ccccc1)c1ccccc1
    87	88	101	99	100	95	81	98	97
COc1ccc(-c2n[nH]c(Cn3nnnc3-c3ccccc3)n2)cc1
    114	91	112	107	93	104	92	103	102
O=C(O)c1ccccc1N=Nc1ccc(O)cc1
    .	92	116	.	117	97	88	93	102

Remaining list, next part:
SMILES	SF-295	PC-3	DU-145	HCC-2998	SNB-19	U251	SNB-75	SF-539	SF-268
Cn1cccc1-c1nc2c3c(ccc2[nH]1)C(=O)c1ccccc1C3=O	98	.	101	86	105	88	137	91	98
Cc1cc(O)c(C(C)C)cc1NC(=O)Nc1ccc(Cl)cc1	89	67	86	92	83	89	77	95	79
CCC1(CC)CC(=O)c2c(ccc(C(=O)C[C@@H](N)CO)c2N)O1	93	75	110	97	98	91	91	96	106
COC(=O)C(Cc1ccccc1)Nc1nc(NC(Cc2ccccc2)C(=O)OC)nc(N2CCOCC2)n1 (configuration not stated)	108	103	112	110	104	105	90	98	103
O=C(CCCCCOc1ccc(NC(=O)Nc2ccc(Cl)cc2)cc1)Nc1ccccn1	102	99	101	111	98	96	97	110	92
COc1ccc(/C=C(/NC(=O)c2ccccc2)C(=O)O)cc1OC	104	99	95	96	97	99	101	108	101
CCc1nc2cc(Cl)ccc2c(=O)n1-c1c(CC(=O)O)cnn1C	99	87	109	107	95	99	74	94	102
COc1ccc2c(c1)c(-c1nc(-c3c[nH]c4ccncc34)cs1)cn2C	-76*	-81*	-68*	-73*	-59*	-92*	-98*	-97*	-79*

Only PC-3, for some of the entries so far:
SMILES	PC-3
OC(CC1CCCCN1)c1cc(C(F)(F)F)nc2c(C(F)(F)F)cccc12 (configuration not stated)	73
O=C(CCn1c[n+](CC(=O)c2ccc(Br)cc2)c2ccccc21)Nc1cccc2cccnc12	82
